Screens: PubChem BioAssay, National Center for Advancing Translational Sciences (NCATS)
12-LOX inh: blocks human arachidonate 12S-lipoxygenase; P18054; purified 12hLO, xylenol orange hydroperoxide absorbance; Potency, µM (top dose mostly 108 µM), without a hit: at the highest dose activity change, negative = inhibition, usual class: inhibitors; hit rate 1.1% among 580,000; AID 1671190; note: potency is the fitted concentration of half-maximal effect; % is set by controls: 0 for no effect and ±100 for the full control effect
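Hydroperoxide product was detected by ferrous iron/xylenol orange as the 573 to 405 nm absorbance ratio. Arachidonic acid at 40 uM (final) was turned over for 30 min at room temperature by 150 nM human 12hLO, pH 7.0 Hepes buffer, after 15 min compound preincubation.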
ERG-DNA inh: inhibitors of human ERG Ets domain-DNA interaction | fluorescence polarization, His-ERG Ets domain / labelled DNA | Potency, µM (titrated, usually from 76.9 µM), without a hit: at the highest dose FP activity, negative = inhibition, hits mostly inhibitors | hit rate 0.028% among 370,000 | AID 624246; active = well fitted inhibition curve with a large enough effect in the polarisation, with a control signal flat; inconclusive = small, poorly fitted or top-dose-only effect, or effect the other way, or a change in a side signal; inactive = no such curve, though single readings can be large or run the other way; the % refers to the polarisation;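 note: polarization taken with two DNA probes labelled with fluorescein and Texas red; potency is the fitted concentration of half-maximal effect; % of control where 0% means no effect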
Target sequence (P11308 whole entry, looked up, the tested form may be a part): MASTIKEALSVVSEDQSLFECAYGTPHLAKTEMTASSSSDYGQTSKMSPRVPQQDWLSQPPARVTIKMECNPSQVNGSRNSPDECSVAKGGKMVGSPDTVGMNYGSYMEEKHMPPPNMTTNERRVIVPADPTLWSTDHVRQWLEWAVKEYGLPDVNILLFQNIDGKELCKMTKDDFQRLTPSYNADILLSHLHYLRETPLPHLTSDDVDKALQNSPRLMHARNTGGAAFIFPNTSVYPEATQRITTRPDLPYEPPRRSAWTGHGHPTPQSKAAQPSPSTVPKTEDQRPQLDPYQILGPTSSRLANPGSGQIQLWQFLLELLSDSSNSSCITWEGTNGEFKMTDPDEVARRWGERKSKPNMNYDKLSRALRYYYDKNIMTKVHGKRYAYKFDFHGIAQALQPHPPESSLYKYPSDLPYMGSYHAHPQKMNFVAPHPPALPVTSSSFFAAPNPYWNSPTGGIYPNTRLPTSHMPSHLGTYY
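His-tagged ERG Ets domain (1 uM in the protein solution; 300mM KCl, 50mM Tris-HCl, 1mM EDTA, 1mM DTT, pH 7.5) received compound, then a probe mix of 5 nM fluorescein-DNA and 100nM Texas-615-DNA. Fluorescence polarization was read for both dyes.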
RGS4 inhibitor: inhibitors of human regulator of G protein signaling 4; P49798; Transcreener GDP fluorescence polarization, RGS4-accelerated GTP hydrolysis; Potency, µM (series often up to 114 µM), without a hit: at the top dose activity change, negative = inhibition, hits mostly inhibitors; hit rate 0.039% among 390,000; note: potency is the fitted concentration of half-maximal effect; % is set by controls: 0 for no effect and ±100 for the full control effect; nearly all actives have a fitted effect of over 75% in size; some results filed as inactive show a strong effect at the top dose
Target sequence (P49798 whole entry, looked up): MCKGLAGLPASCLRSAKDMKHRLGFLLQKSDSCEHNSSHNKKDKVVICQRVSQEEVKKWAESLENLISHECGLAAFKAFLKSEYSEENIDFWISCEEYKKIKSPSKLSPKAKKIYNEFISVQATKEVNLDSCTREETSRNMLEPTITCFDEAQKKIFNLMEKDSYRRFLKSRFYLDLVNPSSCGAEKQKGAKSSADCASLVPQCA
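MLSMR compounds (23 nl, pin-transferred) preincubated 10 min at room temperature with a 500nM (2x) first reagent, then RGS4 at 900nM (2x) plus Transcreener GDP mix added; fluorescence polarization (620/688 nm) read before and after 90 min at 30 °C.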
POLH inh: DNA polymerase eta (human) inhibition; Q9Y253; recombinant Pol eta, fluorescent DNA replication assay; Potency, µM (titrated, usually from 114 µM), for the others: at the highest dose activity change, negative = inhibition, actives largely listed as inhibitors; hit rate 1.2% among 390,000; AID 588591; note: potency is the fitted concentration of half-maximal effect; % is set by controls: 0 for no effect and ±100 for the full control effect
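Pol eta (10 nM) was preincubated with compounds for 15 min at room temperature, after which fluorescent replication substrate (50 nM final) was added to start the reaction. Fluorescence was read kinetically at 0 and 10 min.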
LDHA block: LDHA (human) enzyme inhibition; P00338; purified LDHA, NADH/diaphorase-resazurin fluorescence; hits give low values; activity change, % (values are at about 110 or 230 µM); hit rate 0.15% among 480,000; AID 1347041; in the data active = activity change below about -30%; inconclusive = mostly about -25% to -30%;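 note: plate controls were DMSO wells for no effect and wells without enzyme for full effect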
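Human LDH5 at 2 nM final in Tris HCl pH 7.4 with 0.06 mM NADH and 0.2 mM pyruvate, reacted 5 minutes at room temperature. Remaining NADH coupled via diaphorase/resazurin; resorufin fluorescence read at 0 and 20 minutes, normalized to enzyme-free and DMSO wells.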
POLB inh: DNA polymerase beta (human) inhibition | Potency, µM (doses to about 114 µM), for the others: at the top dose activity change, negative = inhibition, most hits filed as inhibitors | hit rate 1.3% among 340,000 | Pol beta primer extension/strand displacement, fluorescence kinetic; note: potency is the fitted concentration of half-maximal effect; % is set by controls: 0 for no effect and ±100 for the full control effect
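Kinetic readout of DNA synthesis with strand displacement by Pol beta. Compound and 10 nM enzyme sit 15 min at room temperature; 50 nM substrate starts the reaction, read immediately and at 10 min.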
APEX1 inh: APE1 (human) endonuclease inhibition | AID 2517 | Potency, µM (titrated, usually from 65.8 µM), for inactives: top-dose activity change, negative = inhibition, most hits filed as inhibitors | hit rate 0.35% among 350,000 | P27695 | recombinant APE1, TAMRA/BHQ-2 abasic DNA cleavage fluorescence;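 note: potency is the fitted concentration of half-maximal effect; plate controls were vehicle for no effect and reference inhibitor for full effect; nearly all actives have a fitted effect of over 55% in size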
Target sequence (P27695 whole entry, looked up): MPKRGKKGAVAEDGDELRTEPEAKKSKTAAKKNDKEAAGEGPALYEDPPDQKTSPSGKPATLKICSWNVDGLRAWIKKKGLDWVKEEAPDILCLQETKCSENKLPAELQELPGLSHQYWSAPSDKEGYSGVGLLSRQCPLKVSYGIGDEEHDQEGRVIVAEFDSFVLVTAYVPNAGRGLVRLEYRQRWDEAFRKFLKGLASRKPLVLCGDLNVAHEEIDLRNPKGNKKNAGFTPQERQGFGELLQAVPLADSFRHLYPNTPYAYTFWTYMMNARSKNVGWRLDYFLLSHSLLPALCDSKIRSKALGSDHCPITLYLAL
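0.75 nM APE1 + cpd, 15 min RT; start w/ 50 nM TAMRA/BHQ-2 THF-abasic dsDNA; kinetic fluor 525/598 nm ×3 reads @60 s; Δ(read3−read1); normalized to DMSO and NSC13755 control wells.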
Pol kappa inh: inhibitors of human DNA polymerase kappa; Potency, µM (titrated, usually from 107 µM), without a hit: at the highest dose activity, negative = inhibition, actives largely listed as inhibitors; Q9UBT6; hit rate 0.53% among 400,000; AID 588579; purified Pol kappa, fluorescent DNA synthesis assay, 10 min; note: potency is the fitted concentration of half-maximal effect; % is set by controls: 0 for no effect and ±100 for the full control effect
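Fluorescent qHTS in 1536-well format: enzyme (10 nM) and compound sat 15 min at room temperature before 50 nM substrate (final) was added. Signal taken at 0 and 10 min; no-enzyme buffer wells were negative controls.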
Anesthetic bind: binds horse apoferritin like a general anesthetic; hit rate 0.074% among 350,000; P02791; apoferritin/1-aminoanthracene competitive binding, fluorescence; Potency, µM (doses to about 77.5 µM), for the others: at the highest dose activity change, negative = displacement, usual class: inhibitors; note: potency is the fitted concentration of half-maximal effect; % is set by controls: 0 for no effect and ±100 for the full control effect; nearly all actives have a fitted effect of over 20% in size
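Apoferritin-based anesthetic binding model; compound displacement of fluorescent 1-AMA measured as endpoint fluorescence after 10 minutes at room temperature, scaled to free-ligand and complex controls.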
* marks the source's active call; other numbers are inactive results; ? = inconclusive; . = no result given; & = joins results of further samples; [ ] = another dose, or the depositor's remark. Unless noted, calls come from the whole dose curve; as a rule, active = well fitted curve in the direction sought with a large enough effect; inconclusive = small, poorly fitted or top-dose-only effect, or another doubt; inactive = no such curve, though single readings can be large; an effect the other way counts as inactive or inconclusive. These rows are one share of the data; the hit share may differ from the screen's.

Second line of a record – ERG-DNA inh	RGS4 inhibitor	APEX1 inh	POLH inh	LDHA block	12-LOX inh	POLB inh	Pol kappa inh	Anesthetic bind
COc1cc(/C=C/c2ccc3cccc(O)c3n2)cc(OC)c1OC
 : 3.7%	-9.4%	1.2%	0.6%	3.4&0.3	?	0.9%	-17.1%	5.9%
Cc1cc(Nc2ccccc2Cl)nc(-c2ccccc2O)n1
 : 5.4%	-23.9%	-18.2%	-22.2%	-5.8	-0.5%	29.6%	-3.7%	-10.0%
CC(CCc1ccccc1)NC(=O)Cc1ccc(Br)cc1 (centres undefined)
 : -5.3%	15.6%	1.6%	-3.8%	-6.4	-0.8%	2.2%	-13.3%	-17.5%
COc1ccc2[nH]cc(C(=O)CN3CCCCC3C)c2c1 (centres undefined)
 : .	.	-3.8%	.	.	-5.5%	4.9%	.	-19.4%
CCOc1ccc(NC(=O)N2CCN(c3nc4ccccc4s3)CC2)cc1
 : -17.7%	18.2%	-3.2%	-8.6%	-7.6	3.7%	26.9%	0.1%	-7.5%
CCN(Cc1ccccc1)c1ccc(/C=N/NS(=O)(=O)c2cccc([N+](=O)[O-])c2)cc1
 : 1.2%	-47.0%	-10.8%	-12.2%	-4.2	?	-1.4%	-5.9%	?
CCOc1ccc2nc(SCC(=O)c3ccc(O)cc3O)sc2c1
 : -5.0%	-8.7%	-19.5%	?	-4.6	6.9%	35.5µM*	?	1.1%
Cc1cc(NC(=O)c2ccccc2)nc(C)n1
 : -5.0%	16.9%	17.3%	-9.0%	-3.4	-5.1%	5.8%	-5.9%	1.4%
CSCCC(NC(=O)OCc1ccccc1)C(=O)NCc1cccnc1 (centres undefined)
 : -11.3%	9.3%	-4.7%	-6.2%	-1.0	2.1%	27.0%	2.0%	4.4%
COc1ccc(-c2c(C)oc3cc(O)cc(O)c3c2=O)cc1OC
 : -4.3%	0.1%	-0.6%	-11.8%	1.5	?	5.7%	0.1%	-9.3%
CCCN(CCC)C1Sc2ccc(C(=O)OC)cc2NC1=O (centres undefined)
 : -10.6%	10.7%	-0.3%	-5.4%	-6.6	23.5%	0.4%	4.1%	-7.2%
COC(=O)CSc1nnc(-c2c[nH]c3ccccc23)o1
 : 2.0%	1.0%	13.8%	-16.7%	1.2	0.0%	-6.4%	-0.8%	-8.2%
Oc1ccccc1-c1cc(-c2cccc(F)c2)n[nH]1
 : -1.4%	6.9%	0.2%	-18.2%	-0.3	?	-5.4%	-21.9%	?
COC(=O)c1sccc1NC(=O)Nc1cccc(C)c1
 : 9.2%	13.1%	-6.1%	-25.7%	-2.8	-15.2%	?	-5.2%	-9.7%
Cc1nnc(SC(C)C(=O)NC2CCCCC2C)n1N (centres undefined)
 : 8.8%	-1.0%	-2.5%	-9.7%	-0.7	11.7%	.	2.9%	.

Next section
Second line of a record – ERG-DNA inh	RGS4 inhibitor	APEX1 inh	POLH inh	LDHA block	12-LOX inh	POLB inh	Pol kappa inh	Anesthetic bind
Cc1nnsc1C(=O)N1CCCC(C(=O)c2ccc(C(F)(F)F)cc2)C1 (centres undefined)
 : -9.2%	-0.9%	-0.9%	-16.6%	2.4	0.5%	-1.3%	-0.3%	-18.6%
O=C(C[n+]1ccccc1)N/N=C/c1cc(Br)ccc1O
 : 0.2%	-16.4%	18.4%	-19.5%	15.6	-10.0%	18.2%	0.9%	-7.3%
COc1ccc(Oc2c(C(F)(F)F)oc3c(CN4CCCC(C)C4)c(O)ccc3c2=O)cc1 (centres undefined)
 : 0.0%	10.8%	.	-8.4%	5.1	-9.9%	-14.8%	-24.8%	63.7%[activator]
CC(C)(C)c1ccc(COc2ccsc2C(=O)O)cc1
 : -4.4%	12.8%	-0.1%	-1.9%	-6.5	-8.7%	23.2%	-13.5%	-9.0%
COc1ccc(NS(=O)(=O)c2ccc3c(c2)CCCN3C(C)=O)cc1
 : 11.8%	23.3%[11.4 µM]	41.1%[activator]	-3.4%	-2.8	-7.2%	18.1%	7.1%	-6.0%
COc1ccc(OCCSc2nc3ccccc3n2CCC(=O)O)cc1
 : 3.2%	24.6%	25.9%	-6.3%	-8.8	-10.7%	42.4%	-9.2%	-11.3%
Cc1cc2cc(CNC(=S)Nc3ccc(OC(F)(F)F)cc3)ccc2n1C
 : 20µM*	-29.2%	-2.1%	-15.3%	-7.2	39.8µM*	7.9%	-14.2%	?
O=C(COc1ccc(Cl)cc1)N(Cc1cccs1)C1CCS(=O)(=O)C1 (centres undefined)
 : 2.9%	-23.5%	33.0%	-9.4%	-1.3	-3.4%[57.4 µM]	0.7%	5.1%	-17.8%
COc1ccc(C(=O)N2CCc3cc(OC)c(OC)cc3C2)cc1OC
 : -2.2%	0.9%	-3.5%	0.8%	13.0	-25.1%	60.8%	-21.1%	-8.0%
Cc1cc2c(N)cccc2nn1
 : 11.2µM*	-43.6%	-1.0%	-10.6%	17.5	26.9%	22.4µM*	89.1µM*	-3.4%
COc1ccc(CC(=O)Nc2ccc(S(=O)(=O)Nc3nccc(C)n3)cc2)cc1
 : .	-7.1%	7.1%	6.6%	-4.7	-16.5%	26.6%	-1.1%	-12.2%
Cc1[nH]c2ccccc2c1C(=O)C(C)OC(=O)c1ccc(NC(=O)CC#N)cc1 (centres undefined)
 : 16.0%	-29.2%	7.1%	-21.8%	1.6	9.3%	.	-6.0%	.
CCOc1ccc(CN(C)C(=O)CCNC(=O)c2ccco2)cc1
 : -0.9%	12.0%	17.5%	-12.6%	-2.4	204.8%[activator]	.	-2.9%	.
Cc1nn(CC(C)C)c(Cl)c1C(=O)N(c1ccc(Cl)cc1F)S(C)(=O)=O
 : 2.8%	20.6%	35.1%[activator]	1.8%	-3.7	-9.0%	6.5%	-1.7%	?
CC(=O)c1c(COC(=O)c2cccc(C)c2)nc2ccccc2[n+]1[O-]
 : -7.5%	-5.3%	-7.2%	-15.4%	-6.2	-14.5%	-1.3%	-27.7%	-7.5%

(next part)
Second line of a record – ERG-DNA inh	RGS4 inhibitor	APEX1 inh	POLH inh	LDHA block	12-LOX inh	POLB inh	Pol kappa inh	Anesthetic bind
Fc1ccccc1CSc1ncnc2c1oc1ccccc12
 : -1.6%	14.9%	0.6%	-13.9%	-4.2	-5.6%	30.4%	-11.0%	-14.0%
C=CCn1c(SCC(=O)N2CCc3ccccc3C2)nc2ccccc2c1=O
 : 6.9%	-25.7%	-5.2%	0.4%	-6.8	0.0%	1.7%	-5.9%	-17.4%
COc1cc(/C=N/NC(=O)CCC(=O)Nc2ccc(C)cc2)ccc1O
 : -0.1%	-12.0%	8.7%	-18.5%	-5.0	-0.1%	-0.8%	-2.1%	?
Cc1ccc(Cn2c(-c3ccccc3)nc3ccccc32)cc1
 : 1.0%	-5.4%	.	-17.5%	2.6	-4.7%	-15.8%	-2.8%	-6.7%
CCOc1cc(C2NC(=O)CCC2[N+](=O)[O-])cc(Br)c1OC (centres undefined)
 : 11.1%	?	21.9%	0.4%	0.4	0.0%	0.9%	-1.3%	-0.6%
O=C(NCCCN1CCCC1=O)c1cc(=O)c2ccccc2o1
 : 0.0%	9.3%	1.7%	-2.8%	11.0&-3.6	-28.4%&0.0%	3.8%	0.7%	4.7%
Cc1cccc2c(CC(=O)Nc3ccccc3)noc12
 : -1.3%	7.0%	15.4%	-20.2%	-6.5	-21.3%	36.8%	1.4%	-5.0%
CCCOc1ccc(-c2nnc(-c3cccs3)o2)cc1
 : 2.4%	3.3%	7.5%	-15.6%	-5.0	-1.7%	10.3%	-14.9%	6.7%
O=C(COC(=O)CCc1nc2ccccc2n1-c1ccccc1)Nc1ccc(N2CCCCC2)cc1
 : -9.9%	-14.1%	10.4%	-23.8%	-8.1	-13.4%	13.9%[57.1 µM]	-4.0%	-3.8%
O=C(CN1C(=O)S/C(=C\c2ccccc2)C1=O)Nc1cc([N+](=O)[O-])ccc1O
 : -1.7%	-20.3%	26.3%	79.4µM*	-4.2	?	-0.9%	-0.1%	-22.0%
Cc1cc(-c2nc(C)c(C(=O)NNC(=O)NC(C)C)s2)no1
 : -11.5%	-12.4%	0.8%	-16.4%	-1.7	19.3%	23.9%	-3.5%	1.8%
Cc1c(-c2ccccc2)nc2ccccc2c1C(=O)Nc1ccncc1
 : -5.3%	-0.1%	8.9%	-23.6%	-5.5	5.7%	28.2%	-14.4%	-9.9%
CCc1cc(-c2n[nH]c(C)c2Oc2ccc(C(C)C)cc2)c(O)cc1O
 : 1.9%	-13.5%	-11.0%	-24.8%	-1.6	?	?	-4.2%	?
CC(C)(C)c1cc(C(C)(C)C)c2oc(=O)c(-c3nc4ccccc4[nH]3)cc2c1
 : 3.3%	-9.4%	.	3.4%	1.6	-16.9%	-2.0%	-4.7%[60.1 µM]	414.7%[activator]
CCCS(=O)(=O)N1CCCC(C(=O)N2CCN(c3ccccn3)CC2)C1 (centres undefined)
 : -0.6%	-9.5%	3.1%	-19.7%	-3.2	8.2%	?	-3.8%	-9.7%
